# SKBR3 24h inh: SK-BR-3 proliferation inhibitors, primary screen, cell-based, human, 24 h | SK-BR-3 viability, CellTiter-Glo ATP luminescence; hits give low values | viability, % at 10 µM | 41,000 compounds, 0.47% hits;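 active = viability at or below the median of all test compounds minus 3 SD, in both replicates if run twice, cut at about 45% in these data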;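 also: 100% = median untreated cell wells and 0% = median positive control drug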
# An asterisk follows results filed as active.
# Preview:
SMILES,SKBR3 24h inh
O=C1CC(c2ccco2)CC(O)=C1C=NCCN1CCN(C2CC(=O)N(c3ccccc3)C2=O)CC1 (stereo not drawn),85
CN1CCN(S(=O)(=O)c2ccc(Br)s2)CC1,53

# The list itself, repeating the preview:
SMILES,SKBR3 24h inh
O=C1CC(c2ccco2)CC(O)=C1C=NCCN1CCN(C2CC(=O)N(c3ccccc3)C2=O)CC1 (stereo not drawn),85
CN1CCN(S(=O)(=O)c2ccc(Br)s2)CC1,53
COc1ccc(C(c2nnnn2C2CCCCC2)N2CCN(c3ccccc3)CC2)cc1 (stereo not drawn),85
Cc1ccc2cc3cc(C(=O)NCCN4CCOCC4)oc3nc2c1,81
O=C(c1ccco1)N1C2C=CC(C2)C1(C(F)(F)F)C(F)(F)F (stereo not drawn),65
CC12C(=O)N(n3cnnc3)C(=O)C1C1C=CC2C1 (stereo not drawn),94
CCOC(=O)C1CCCN(C(=O)CCn2nc(-c3ccccc3)ccc2=O)C1 (stereo not drawn),80
O=C(c1cccc(C(=O)N2CCN(Cc3ccccc3)CC2)c1)N1CCN(Cc2ccccc2)CC1,84
c1ccc(-c2oc3ncnc(NCCCN4CCOCC4)c3c2-c2ccccc2)cc1,75
Cc1ccc(C(=O)Nc2ccccc2C(=O)NC2CCCCC2)cc1S(=O)(=O)N1CCOCC1,76
O=C(Nc1c2c(nn1-c1ccc(F)cc1)CS(=O)C2)C12CC3CC(CC(C3)C1)C2 (stereo not drawn),55
C=C(C)C1Cc2c(C)nn(-c3nc(C)cc(C)n3)c2C1 (stereo not drawn),79
CN1CC[n+]2c(CN3C(=O)c4ccccc4C3=O)csc21,108
Cc1ccccc1NC(=O)CN(c1ccc(F)cc1)S(C)(=O)=O,99
Cn1c(=O)c2c(nc(SCCN3CCOCC3)n2Cc2ccc(F)cc2)n(C)c1=O,89
O=C(CCc1nc(-c2ccccc2F)no1)NC1CCCCC1,88
COc1cccc(-c2nc(-c3ccccn3)no2)c1OC,99
Cc1n[nH]c(C)c1S(=O)(=O)N1CCCC(C(=O)N2CCc3ccccc32)C1 (stereo not drawn),81
CC(C)(C)n1nnnc1CN(Cc1ccco1)Cc1cc2cc3c(cc2[nH]c1=O)OCO3,112
CCOC(=O)c1ccc(NC(=O)c2c(O)c3ccccc3n(C)c2=O)cc1,93
O=C(CN1C(=O)c2ccccc2C1=O)NCc1ccncc1,86
COc1ccc(N2CCN(C(=O)C34CCC(C)(C(=O)C3)C4(C)C)CC2)cc1 (stereo not drawn),65
CCCC(=O)N1CCN(c2nc(CC(C)C)c3c(c2C#N)CCC3)CC1,84
O=C(C1CCCN1S(=O)(=O)c1ccc(Cl)cc1)N1CCOCC1 (stereo not drawn),98
Cc1nn(-c2ccccc2)c2nc(=O)n(-c3ccccc3)cc12,101
Cc1ccc(NC(=O)c2cnn(-c3ccccc3)c2NC(=O)c2ccco2)cc1,130
COc1ccccc1NC(=O)C1C2C=CC(O2)C1C(=O)O (stereo not drawn),122
CCOc1ccccc1NC(=O)Nc1cc(OC)ccc1OC,89
COC(=O)CSc1nnc(-c2ccc(S(=O)(=O)N3CCCCC3)cc2)o1,59
CC(C)CCn1c(N2CCN(c3cccc(Cl)c3)CC2)nc2c1c(=O)[nH]c(=O)n2C,95
O=C(COC(=O)c1ccc(Cl)c(S(=O)(=O)N2CCCC2)c1)NC1CCCC1,73
CNC(=O)OCc1cccc(COC(=O)NC)n1,89
Cc1sc2nc(SCC(=O)NCc3cccs3)[nH]c(=O)c2c1C,110
CCOC(=O)Nc1ccc(S(=O)(=O)Nc2cc(C)on2)cc1,92
CCc1nnc(NC(=O)CCN2C(=O)c3ccccc3C2=O)s1,83
CCOC(=O)N1CCN(C(=O)c2ccc(C)c(S(=O)(=O)Nc3ccccc3)c2)CC1,125
Cc1ccc(NS(=O)(=O)c2ccc(CCC(=O)O)cc2)cc1,98
O=C(NCc1ccncc1)/C(=N/O)c1ccccc1,95
COc1ccc(N2C(=O)CC(NC3CC3)C2=O)cc1 (stereo not drawn),92
CCc1ccc2c(CN(CC)Cc3nc4ccccc4c(=O)[nH]3)cc(=O)oc2c1,70
O=C(Nc1ccccc1N1CCCCC1)c1ccc2nccnc2c1,82
CC1(C)Cc2c(c(N3CCOCC3)nc3sc(-c4ccc(C(=O)O)o4)c(N)c23)CO1,90
CCC(=O)Nc1cc(C)c(NC(=O)CCc2ccccc2)cn1,105
Cc1cc(NC(=O)CS(=O)(=O)c2cn(Cc3cccc(F)c3)c3ccccc23)no1,95
N#Cc1nc(-c2ccco2)oc1NCc1ccco1,79
Cn1c(CCN2CCCCC2)nc2cc(NC(=O)NC3CCCCC3)ccc21,107
C=CCn1cc(Cl)c(=O)n(CC=C)c1=O,111
O=C1CCCc2c1[nH]c1c(Br)cccc21,110
N=c1c(C(=O)NCc2ccccc2)cc2c(=O)n3ccccc3nc2n1CCCN1CCOCC1,56
CCCn1c(=NC(C)=O)c(C(=O)OCC)cc2c(=O)n3ccccc3nc21,96

# The results go on:
SMILES,SKBR3 24h inh
COc1ccccc1NC(=O)c1sc2nc(-c3ccco3)ccc2c1N,114
O=C(NCC1CCCO1)c1ccc(/C=N/O)nc1 (stereo not drawn),88
CCOC(=O)C(CC(=O)O)N1CCCCC1 (stereo not drawn),85
O=C(Nc1cccc(O)c1)c1cccc(S(=O)(=O)N2CCCC2)c1,82
Cc1nc2sc3c(c2c(=O)o1)CCC3,78
O=C(CCCN1C(=O)CCC1=O)Nc1ccc2c(c1)OCO2,87
Cc1onc(-c2ccccc2)c1C(=O)Nc1cccc2nsnc12,87
Cc1ccnc(NC(=O)CCC(=O)N(CC(=O)NC2CCCCC2)Cc2ccc3c(c2)OCO3)c1,77
CC(C)NCC(O)Cn1c2c(c3ccccc31)CCc1c-2cnn1-c1ccccc1 (stereo not drawn),2.2*
Cc1cc(NC(=O)c2cc(-c3ccco3)on2)nn1Cc1ccc(Cl)cc1,81

# Arranged by length of the SMILES (high to low): part of the list above
SMILES,SKBR3 24h inh
Cc1ccnc(NC(=O)CCC(=O)N(CC(=O)NC2CCCCC2)Cc2ccc3c(c2)OCO3)c1,77
CC1(C)Cc2c(c(N3CCOCC3)nc3sc(-c4ccc(C(=O)O)o4)c(N)c23)CO1,90
N=c1c(C(=O)NCc2ccccc2)cc2c(=O)n3ccccc3nc2n1CCCN1CCOCC1,56
Cc1cc(NC(=O)CS(=O)(=O)c2cn(Cc3cccc(F)c3)c3ccccc23)no1,95
CCc1ccc2c(CN(CC)Cc3nc4ccccc4c(=O)[nH]3)cc(=O)oc2c1,70
CC(C)NCC(O)Cn1c2c(c3ccccc31)CCc1c-2cnn1-c1ccccc1 (stereo not drawn),2.2*
CCCn1c(=NC(C)=O)c(C(=O)OCC)cc2c(=O)n3ccccc3nc21,96
Cc1cc(NC(=O)c2cc(-c3ccco3)on2)nn1Cc1ccc(Cl)cc1,81
O=C(Nc1cccc(O)c1)c1cccc(S(=O)(=O)N2CCCC2)c1,82
COc1ccccc1NC(=O)c1sc2nc(-c3ccco3)ccc2c1N,114
Cc1ccc(NS(=O)(=O)c2ccc(CCC(=O)O)cc2)cc1,98
Cc1onc(-c2ccccc2)c1C(=O)Nc1cccc2nsnc12,87
O=C(CCCN1C(=O)CCC1=O)Nc1ccc2c(c1)OCO2,87
O=C(Nc1ccccc1N1CCCCC1)c1ccc2nccnc2c1,82
COc1ccc(N2C(=O)CC(NC3CC3)C2=O)cc1 (stereo not drawn),92
O=C(NCc1ccncc1)/C(=N/O)c1ccccc1,95
O=C(NCC1CCCO1)c1ccc(/C=N/O)nc1 (stereo not drawn),88
N#Cc1nc(-c2ccco2)oc1NCc1ccco1,79
C=CCn1cc(Cl)c(=O)n(CC=C)c1=O,111
CCOC(=O)C(CC(=O)O)N1CCCCC1 (stereo not drawn),85
Cc1nc2sc3c(c2c(=O)o1)CCC3,78

# (listing goes on)
SMILES,SKBR3 24h inh
N#Cc1c(/N=C/c2cccs2)sc2c1CCC2,91
C=CCNS(=O)(=O)c1ccc(OCC(=O)OCC)cc1,99
O=C1NC(c2ccc3c(c2)OCO3)Nc2ccccc21 (stereo not drawn),83
Cc1noc(C)c1C(=O)Nc1nc(C23CC4CC(CC(C4)C2)C3)cs1,101
CCOC(=O)c1c(C)n(CCO)c2ccc(O)cc12,92
Cc1cc(C)c(O)c(-c2cc(C(=O)Nc3ccc(S(=O)(=O)N4CCOCC4)cc3)[nH]n2)c1,67
CC(=O)NC(C)(C)C1CC=C(C)/C(=N\O)C1 (stereo not drawn),80
COC(=O)c1c(NC(=O)CN2CCC(C(N)=O)CC2)c2c(C)cccc2n1C,105
CC(=O)Nc1ccc(S(=O)(=O)NCc2csc(-c3cccnc3)n2)cc1,87
COc1ccc(-c2cc(C(F)(F)F)n3nc(C(=O)O)nc3n2)cc1,87
CC(C)(C)c1cc(C(=S)N2CCN(CCO)CC2)cc(C(C)(C)C)c1O,90
CC(C)c1cc(C(=O)NC2CCCCC2)no1,100
CCN1CCN(Cc2nc3c(c(=O)n(C)c(=O)n3C)n2CCCc2ccccc2)CC1,78
COc1ccc(Cc2nnc(SCc3nc4ccccc4c(=O)[nH]3)n2C)cc1,91
Nc1ncnc2nc(SCC(=O)N3CCN(c4ccccc4)CC3)[nH]c12,91
CC(C)(C)OC(=O)N[C@H](Cc1ccccc1)C(=O)N1CCC(C(=O)O)CC1,98
c1ccc(CC2CCN(Cc3nc(-c4ccccc4)no3)CC2)cc1,90
Cc1nc2[nH]c(=O)c3c(n2n1)NC1=C(C(=O)CC(C)(C)C1)C3c1ccc(F)cc1 (stereo not drawn),93
O=C(Cc1cccs1)Nn1c(Cc2cccs2)nc2ccccc2c1=O,126
C=CCn1c(NCCc2ccccc2)nc2c1c(=O)n(C)c(=O)n2C,77
O=C(O)CC1C(=O)OCN1C(=O)OCc1ccccc1 (stereo not drawn),81
CN(C)CCNC(=O)c1coc(=O)c(Br)c1,88
CCC(=O)Nc1nonc1-c1nc2ccccc2n1CC(C)C,100
c1ccc(N2CCN(c3ncnc4c3oc3ccccc34)CC2)cc1,99
O=C(Nc1cccc(OC(F)(F)F)c1)c1ccc(Br)o1,80
CN(C)c1ccc(C2C=C(c3ccc(Cl)cc3OC(F)F)Nc3ncnn32)cc1 (stereo not drawn),82
Nc1nnnn1/N=C/c1ccccc1OCc1ccc(Cl)cc1Cl,93
Cc1ccc(C)c2[nH]c(=O)c(C(c3nnnn3Cc3ccco3)N3CCc4ccccc4C3)cc12 (stereo not drawn),78
Cc1ccc2c(c1)cc(CN(Cc1ccco1)C(=O)COc1ccccc1)c1nnnn12,89
CCC(C)Nc1nc(OCC(F)(F)F)nc(OCC(F)(F)F)n1 (stereo not drawn),135
Oc1ccc(-c2nnc(-c3ccc(O)cc3)nn2)cc1,93
Cc1ccccc1C(=O)Nc1ccc(S(=O)(=O)N2CCN(C)CC2)cc1,104
CCc1c(C(=O)Nc2ncn(Cc3cccc(C)c3)n2)csc1C,89
O=C(CCN1CCc2ccccc2C1)Nc1ccccc1,91
COC(=O)c1ccc(Cn2cc(Cl)cn2)cc1,97
COc1ccc(S(=O)(=O)N2CCCN(CC(=O)Nc3ccc(OC)c(Cl)c3)CC2)cc1,88
CCOC(=O)C1=C(C)NC(=O)CC1c1cc2c(cc1Br)OCO2 (stereo not drawn),92
CCn1c(/C=N/n2cnnc2)nc2ccccc21,122
O=C(CSc1ncccn1)c1ccccc1Br,96
COCCCNC(=O)Cn1nnc(-c2ccc(NC(=O)c3ccccc3OC)cc2)n1,99
CCS(=O)(=O)N1CCN(S(=O)(=O)c2ccc(F)cc2)CC1,95
CC1(C)Cn2c(nnc2-c2cccc(O)c2)S1,99
Cn1ncc(N=Cc2ccccc2O)c1C(=O)N1CCOCC1,92
COc1ccc(-c2ccc(OC)cc2C(=O)O)cc1,97
CCNc1nc(N2CCOCC2)nc(N(c2ccccc2)c2ccccc2)n1,110
O=C(Nc1ccccc1)c1ccccc1OCC(O)CN1C(=O)c2ccccc2S1(=O)=O (stereo not drawn),93
O=C(O)C(Cc1ccccc1)n1cnnn1 (stereo not drawn),88
CC(=O)Nc1ccc(NC(=O)CN2CCCC(C)C2)c(Cl)c1 (stereo not drawn),85
C=Cn1nc(C)c2ccccc2c1=O,91
O=C(CSc1ncn[nH]1)c1ccc2c(c1)OCCO2,78

# (more compounds)
SMILES,SKBR3 24h inh
Cc1ccc(OCC(=O)n2cnnc2N)c(C)c1,92
CC(O)c1cccc(NC2=CC(=O)CC(C)(C)C2)c1 (stereo not drawn),106
COc1ccccc1C(c1nnnn1Cc1ccccc1)N1CCN(c2nc3ccccc3s2)CC1 (stereo not drawn),48
CCCC(C)C(=O)Nc1ccc(Cl)cn1 (stereo not drawn),94
N#Cc1nc(COc2ccc(F)cc2)oc1N1CCN(Cc2ccccc2)CC1,82
Cc1ccc(Cn2ccc(NC(=O)c3cc(-c4cccc(Cl)c4)on3)n2)cc1,68
O=c1c2cnn(-c3ccccc3)c2ncn1Cc1ccccc1,95
COc1ccc(-n2c(SCC(=O)Nc3ccc4c(c3)OCO4)nc3ccccc3c2=O)cc1,83
O=C(CN1C(=O)C2C3C=CC(C3)C2C1=O)N1CC(=O)N(CCc2ccccc2)C(=O)C1 (stereo not drawn),105
O=C(O)C1C2C=CC(C2)C1C(=O)NCCc1ccncc1 (stereo not drawn),84
O=C(O)CCN1C(=O)C(=C2CCCCCC2)SC1=S,89
COc1cc(NC(=O)c2ccco2)c(OC)cc1NC(=O)CCC(=O)Nc1cc(C)ccc1C,93
COc1ccc(-c2nc3ccccc3c(=O)n2CCCN2CCOCC2)cc1,106
Cc1cccc(N2C(=O)CC(N(O)c3ccccc3)C2=O)c1 (stereo not drawn),86
CCOC(=O)C1CC=C(Cl)CC1C(=O)Nc1nccs1 (stereo not drawn),88
COc1ccc2[nH]c(=O)c(CN(Cc3ccco3)Cc3nnnn3Cc3ccccc3)cc2c1,116
Brc1ccc(-c2nc3ccccc3s2)s1,96
CCN(C(=O)COC(=O)C(Cc1ccccc1)N1C(=O)c2ccccc2C1=O)C1CCS(=O)(=O)C1 (stereo not drawn),110
Cn1c(N2CCC(C(N)=O)CC2)nc2c1c(=O)n(Cc1ccc(Br)cc1)c(=O)n2C,94
COC(=O)C1[C@H]2C(=O)N(Cc3cccs3)C[C@]23C=C[C@H]1O3 (stereo partly drawn),97
CCOC(=O)C1CCN(Cc2cn[nH]c2-c2ccc(C)cc2)CC1,77
COc1cccc(NC(=O)CSc2nnc(-c3cccs3)n2C)c1,95

# Compound activity from PubChem.

# This is a subset; the hit share may differ from the screen's.
